Screening data from PubChem.
CatS inh: blocks human cathepsin S protease activity; P25774; recombinant cathepsin S, AMC dipeptide fluorescence, pooled mixtures; inhibition, %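 (tested at 5 µM per compound within 10-compound mixtures)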; 0.06% of 62,000 active; AID 501; in the data active = inhibition above about 32%, passing the limit was not always enough;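 note: 0% = enzyme without compound and 100% = blank without enzyme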
FXIa mix inh: inhibitors of human coagulation factor XIa, pooled mixtures; P03951; purified FXIa, fluorogenic substrate; inhibition, % at 5 µM; 0.19% of 62,000 active; AID 680;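 note: each value is inhibition by a whole ten-compound pool holding the compound; 0% = enzyme with no mixture and 100% = wells lacking enzyme; strong numbers were not always called active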
CatG inh: blocks human cathepsin G enzyme activity | 0.2% of 62,000 active | inhibition, % at 5 µM (by protocol) | purified enzyme, AMC-tetrapeptide fluorescence, pooled mixtures;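 active = inhibition above 20% in each of the two mixture wells holding the compound; inactive = inhibition of 20% or less in either well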;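 note: 0% = enzyme control without mixture and 100% = blank lacking enzyme; strong numbers were not always called active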
Target sequence (P08311 21-244 limits assumed): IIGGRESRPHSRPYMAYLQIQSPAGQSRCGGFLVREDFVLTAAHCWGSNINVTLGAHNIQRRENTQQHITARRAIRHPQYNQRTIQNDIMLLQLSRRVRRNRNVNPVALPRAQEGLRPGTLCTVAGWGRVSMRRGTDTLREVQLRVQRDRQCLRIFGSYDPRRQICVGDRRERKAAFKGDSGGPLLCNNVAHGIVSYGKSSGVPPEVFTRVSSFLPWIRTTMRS
PKA kinase inh: PKA (human) kinase inhibition; PKA Kemptide phosphorylation, Kinase-Glo ATP luminescence; inhibition, % at 6 µM; 0.1% of 65,000 active;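 active = inhibition above the screen-wide mean inhibition plus 3 SD, cut at about 21% in these data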; note: many of its hits are not listed in these tables
C1s block: human complement C1s inhibition. mean inhibition % of two 10-compound mixtures (hits give high values), % at 5 µM (by protocol). 0.16% of 62,000 active. purified C1s, fluorogenic AMC substrate, pooled mixtures;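 active = inhibition above 20% in each of the two 10-compound mixture wells holding the compound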;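 note: 0% = enzyme wells lacking compound mixture and 100% = no-enzyme blank wells; some compounds called inactive have numbers as strong as hits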
CatL inh: inhibitors of human cathepsin L | purified cathepsin L, fluorogenic substrate, fluorescence | inhibition, %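 (tested at 10 µM)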 | 0.17% of 58,000 active; in the data active = inhibition above about 45%;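 note: 0% = enzyme with no compound and 100% = no enzyme blank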
Target sequence (P07711 114-288 limits assumed): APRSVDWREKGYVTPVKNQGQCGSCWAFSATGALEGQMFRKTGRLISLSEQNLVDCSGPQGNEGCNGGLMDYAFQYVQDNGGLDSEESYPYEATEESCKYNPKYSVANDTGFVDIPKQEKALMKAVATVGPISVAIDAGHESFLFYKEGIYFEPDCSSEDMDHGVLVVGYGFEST
Target sequence (P07711 292-333 limits assumed): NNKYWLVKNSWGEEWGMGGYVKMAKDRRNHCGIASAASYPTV
ROCK2 inh: inhibitors of human Rho kinase 2; O75116; purified ROCK2, Kinase-Glo ATP depletion luminescence; inhibition, % at 6 µM; 0.35% of 60,000 active; AID 604;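 active = inhibition above the screen-wide mean inhibition plus 3 SD, cut at about 18% in these data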;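 note: plate controls were DMSO wells for no effect and Y-27632 control wells after no-enzyme background subtraction for full effect; many of its hits are not listed in these tables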
JNK3 blocker: inhibitors of human JNK3 kinase; P53779; purified JNK3 kinase activity, HTS; inhibition, % at 8 µM; 0.61% of 60,000 active; in the data active = inhibition above about 17%;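 note: 0% = DMSO and 100% = reference inhibitor; many of its hits are not listed in these tables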
Target sequence (P53779 whole entry, looked up): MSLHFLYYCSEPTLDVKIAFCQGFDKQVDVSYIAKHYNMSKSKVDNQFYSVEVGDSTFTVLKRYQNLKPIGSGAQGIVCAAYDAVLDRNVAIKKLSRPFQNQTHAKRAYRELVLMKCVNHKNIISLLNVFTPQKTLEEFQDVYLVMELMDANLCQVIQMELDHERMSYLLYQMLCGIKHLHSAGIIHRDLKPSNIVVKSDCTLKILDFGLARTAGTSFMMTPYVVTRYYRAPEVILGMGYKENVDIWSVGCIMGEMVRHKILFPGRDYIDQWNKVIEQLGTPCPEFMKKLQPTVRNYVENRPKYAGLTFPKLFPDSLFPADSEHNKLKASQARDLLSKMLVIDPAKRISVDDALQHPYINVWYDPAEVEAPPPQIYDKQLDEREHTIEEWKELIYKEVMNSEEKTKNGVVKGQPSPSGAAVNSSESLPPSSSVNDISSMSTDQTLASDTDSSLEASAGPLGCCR
FXIIa inh mix: blocks human factor XIIa in pooled compound mixtures; P00748; inhibition, % at 5 µM; 0.2% of 62,000 active; purified FXIIa, fluorogenic substrate;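 note: 0% = enzyme without compound and 100% = no enzyme blank; some results filed as inactive read as strong as hits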
* hit, by the source's call; · = not tested or not shown. Cut-off read from the data, not from the text of the source, unless noted: active = inhibition above about 20% (passing the limit was not always enough); inactive = the rest.

The first two compounds as a preview:
SMILES	CatS inh	FXIa mix inh	CatG inh	PKA kinase inh	C1s block	CatL inh	ROCK2 inh	JNK3 blocker	FXIIa inh mix
CCN1CCN(CCNC(=O)C2CCCN(Cc3nc(-c4cccc(Cl)c4)oc3C)C2)CC1 (centres undefined)	3.2	10.0	-1.3	-4.5	-4.2	·	-1.1	-1.2	8.9
O=C(c1ccc(S(=O)(=O)N2CCOCC2)cc1)N1CCN(c2cccc(Cl)c2)CC1	0.0	3.5	11.7	0.8	10.5	-10.1	5.8	-2.8	11.1

The listing, from the start:
SMILES	CatS inh	FXIa mix inh	CatG inh	PKA kinase inh	C1s block	CatL inh	ROCK2 inh	JNK3 blocker	FXIIa inh mix
CCN1CCN(CCNC(=O)C2CCCN(Cc3nc(-c4cccc(Cl)c4)oc3C)C2)CC1 (centres undefined)	3.2	10.0	-1.3	-4.5	-4.2	·	-1.1	-1.2	8.9
O=C(c1ccc(S(=O)(=O)N2CCOCC2)cc1)N1CCN(c2cccc(Cl)c2)CC1	0.0	3.5	11.7	0.8	10.5	-10.1	5.8	-2.8	11.1
O=C(c1cccc(Cl)c1)N1CCN(Cc2ccccc2F)CC1	2.3	5.9	-0.5	9.2	5.1	0.7	6.7	3.5	2.3
CCc1ccc(C2N(c3ccc(OC)cc3)C(=O)C3CCCN32)cc1 (centres undefined)	-0.2	11.1	-2.6	-0.6	-30.2	-4.5	-0.6	3.2	4.6
CCCCN(C)CCCNC(=O)c1ccc2c(c1)NC(=O)C(N1CCOCC1)S2 (centres undefined)	-0.3	-5.2	7.8	6.8	4.1	10.5	3.4	2.4	3.9
COC(=O)C1(C)NC(c2ccc(O)cc2)C2C(=O)N(c3ccc4c(c3)OCCO4)C(=O)C21 (centres undefined)	-11.8	6.1	4.0	5.5	2.5	-16.1	2.8	-6.4	5.5
COc1ccc(CC(=O)N2CCNC2=O)cc1	9.3	4.0	-12.4	0.8	-22.6	0.5	4.8	0.3	-3.0
COc1cccc(C2=CC(c3ccc(N(C)C)cc3)n3ncnc3N2)c1 (centres undefined)	1.7	7.2	10.8	5.9	-2.0	-36.8	4.3	-5.7	1.1
C/C(=N\O)C(=O)OC1CC(C)CCC1C(C)C (centres undefined)	17.3	9.9	1.6	-3.0	-30.8	·	-1.3	-0.4	6.6
O=C(OCCN(CCOC(=O)c1ccncc1)S(=O)(=O)c1cccs1)c1ccncc1	-4.2	1.9	11.0	4.6	16.3	1.7	·	·	3.8
COc1cc(C2CC(=O)C=C(O)C2)cc(OC)c1OC (centres undefined)	8.8	6.3	-0.9	11.0	29.5	·	·	·	4.0
O=C1CC(N2CCC(c3nc4ccccc4o3)CC2)C(=O)N1Cc1cccs1 (centres undefined)	-3.4	7.4	1.1	5.3	-25.8	-4.0	1.6	-6.4	-1.2
COc1ccc(CCNS(=O)(=O)c2ccc3c(c2)CC(C)N3C(C)=O)cc1OC (centres undefined)	4.4	6.2	2.3	0.1	1.0	-1.2	-3.4	-2.5	8.6
CCCC(c1nnnn1Cc1ccc(OC)cc1)N1CCN(c2ccccc2OC)CC1 (centres undefined)	1.0	16.4	15.9	5.3	12.0	8.3	1.3	-3.7	2.9
COc1ccc(-c2ccc(=O)n(CC(=O)NCc3ccco3)n2)cc1	5.4	8.1	1.5	-2.5	7.1	2.3	-2.4	-3.0	-1.5
CC(=O)c1cc2c(cc1NS(=O)(=O)c1ccc(C)cc1)OCCO2	-19.7	-17.4	-12.1	9.4	-158.8	1.8	6.7	5.0	-13.4
CCCc1cc(C(=O)Cc2ccc(C(=O)OCC)o2)c(O)cc1O	-1.9	10.9	1.4	-8.1	0.1	4.1	-7.3	-1.5	0.4
COC(=O)c1ccccc1NC(=O)c1ccc2c(c1)C(=O)N(Cc1ccco1)C2=O	-1.1	4.9	-0.3	8.5	1.2	6.1	6.4	2.6	0.9
COc1ccccc1C1/C(=C(/O)c2ccc(OC(C)C)cc2)C(=O)C(=O)N1c1cc(C)on1 (centres undefined)	·	·	·	4.8	·	2.9	13.8	4.7	·
Cn1c(NC(=O)C2CCCO2)cc(=O)n(C)c1=O (centres undefined)	-10.8	10.3	0.5	7.7	-43.7	-6.5	2.2	1.9	2.4
CCOc1ccccc1-c1nc(SCC(=O)O)n[nH]1	15.1	-0.7	-4.1	8.4	-15.6	20.4	2.6	11.3	1.0
O=C(c1ccco1)N1CCN(CC(=O)N(C2CCCCC2)C2CCS(=O)(=O)C2)CC1 (centres undefined)	9.7	0.4	-44.2	-8.5	3.6	-0.8	-5.9	-1.5	-12.4
O=C(c1coc2ccc(O)cc12)C1CC1	5.6	5.2	12.7	7.2	16.6	16.7	4.0	6.7	-4.3
CC(C)(CNC(=O)C1CCCC1)CNC(=O)C1CCCC1	-2.2	1.3	11.7	13.2	-1.4	-0.9	10.9	0.3	1.2
CC(C)(C)NS(=O)(=O)c1ccc2nc(NC(=O)Cc3cccs3)sc2c1	-3.1	4.0	-4.0	10.1	6.9	1.2	5.0	4.6	3.0

Next part
SMILES	CatS inh	FXIa mix inh	CatG inh	PKA kinase inh	C1s block	CatL inh	ROCK2 inh	JNK3 blocker	FXIIa inh mix
Cc1ccc2[nH]c(=O)c3cc(C(=O)N(C)Cc4ccco4)sc3c2c1	2.2	-0.6	-4.3	6.4	-21.2	·	5.0	5.0	3.2
COc1cc2c(cc1OC)C(c1cc(OC)c(OC)c(OC)c1)NCC2 (centres undefined)	10.2	11.8	12.1	4.8	-3.6	8.6	4.8	7.9	10.0
COc1ccc(CCNC(=O)C2CC(=O)N(c3ccccc3)C2)cc1OC (centres undefined)	4.8	4.1	16.4	-4.6	15.5	-0.7	-1.4	-8.4	-17.9
O=S(=O)(NCCOCC(F)(F)C(F)F)c1ccc2oc3ccccc3c2c1	-16.0	5.8	-5.6	2.5	-2.1	-5.9	1.1	-8.3	6.4
Cc1ccc(C)c(OCCCC(=O)Nc2ccc(N3CCOCC3)cc2)c1	15.6	6.1	10.0	-3.5	7.4	-1.9	4.2	-6.5	13.0
Cc1nc(NCCNC(=O)c2ccco2)c2c(C)c(C)sc2n1	10.3	13.6	2.8	-5.1	-0.4	23.4	-2.9	1.4	7.6
O=C(COc1cc(Cl)ccc1Cl)Nc1nnc(CC(=O)N2CCOCC2)s1	14.0	3.9	-0.5	0.2	-39.5	·	3.3	-2.4	9.4
Cn1c(=O)c2c(ncn2CCCNC2=CC(C)(C)CC(=O)C2)n(C)c1=O	5.2	-0.3	5.5	2.7	0.5	·	3.6	1.4	4.5
COC(=O)c1ccc(CSc2nnc(CNC(=O)c3cccs3)o2)o1	5.3	3.5	9.4	7.8	2.9	15.9	·	·	13.0
Cc1ccc(-c2cc(C(=O)NCCCN3CCOCC3)no2)cc1	-4.0	0.6	7.3	4.2	3.7	-4.9	2.7	0.5	-9.4
O=c1[nH]c(N2CCOCC2)nc2c1CCCC2	-4.1	5.8	7.3	5.9	12.9	2.1	2.5	3.0	2.0
COc1ccc(N2CCN(c3nc4c(c(=O)n(C)c(=O)n4C)n3CCCc3ccccc3)CC2)cc1	12.8	0.2	2.5	2.3	2.4	1.2	0.9	-8.8	4.7
CCN(CC)S(=O)(=O)c1cccc(-c2nc3n(n2)Cc2ccccc2-3)c1	-10.6	0.8	2.8	9.0	-21.9	3.9	6.9	9.2	1.4
COc1cc(C(=O)NC2CC3CCCC(C2)N3C2CC2)cc(OC)c1OC (centres undefined)	13.1	-2.8	8.0	7.3	0.0	12.4	2.0	0.7	-1.0
COc1cccc(-c2cc(C(=O)Nc3cccc(O)c3)no2)c1	-5.0	2.5	9.2	5.3	11.7	-4.0	-0.6	-0.4	-19.4
CCCC(C)c1nnc(NC(=O)C2CCCO2)s1 (centres undefined)	·	7.6	4.3	2.0	1.1	21.6	5.7	1.5	-5.5
O=C(c1ccc2c(c1)OCO2)N1CCCC(c2ccccc2)C1 (centres undefined)	-4.4	5.7	-5.7	5.5	26.3	·	-4.4	-6.0	-11.2
O=C(CCCOc1ccccc1)Nc1nnc(C2CCCO2)s1 (centres undefined)	2.7	7.7	-2.3	3.5	-24.3	·	·	·	2.6
O=C1CC(N2CCN(c3ccc(O)cc3)CC2)C(=O)N1Cc1cccs1 (centres undefined)	1.7	7.8	0.0	7.0	1.0	-4.7	5.9	4.2	2.9
CC1CCN(S(=O)(=O)c2ccc(NC(=O)Cn3nnc(-c4ccccc4)n3)cc2)CC1	3.8	3.2	1.6	-11.7	3.9	-9.5	3.8	11.3	-8.5
c1ccc(CCC2=NCCn3cccc32)cc1	-2.9	2.0	-11.1	1.6	-30.9	5.3	-4.3	0.2	6.9
O=C(c1cccc(F)c1)N1CCN(S(=O)(=O)c2ccccc2)CC1	4.1	-3.9	7.7	5.6	2.3	-10.8	1.5	-7.1	0.5
Cc1nnc(SCCn2c(N3CCN(C)CC3)nc3c2c(=O)n(C)c(=O)n3C)s1	0.0	-1.5	7.0	6.4	-11.7	10.0	4.3	-1.5	12.8
CCOC(=O)c1c(NC(=O)CNCC(O)CO)sc(C)c1C (centres undefined)	2.0	3.8	-1.9	-1.0	-31.5	7.2	3.0	6.4	-11.4
COc1ccc(NC(=O)N(C2CCCCC2)C2CCN(C(C)C)CC2)c(OC)c1	7.7	-0.3	2.2	0.2	3.8	13.6	5.5	-6.4	6.1

Additional records follow.
SMILES	CatS inh	FXIa mix inh	CatG inh	PKA kinase inh	C1s block	CatL inh	ROCK2 inh	JNK3 blocker	FXIIa inh mix
O=C(CSc1nnnn1-c1ccccc1)CSc1nnnn1-c1ccccc1	10.8	12.3	2.9	0.5	2.4	8.7	-0.2	-1.2	-2.4
COCC(=O)Nc1c(C(=O)Nc2ccccc2OC)oc2ccccc12	-10.4	10.0	5.4	0.1	5.1	-12.6	4.9	3.3	-20.2
Cc1nc(SCc2ccccc2)c(C(F)(F)F)c(=O)[nH]1	13.8	-0.1	-4.0	-3.7	-30.1	14.2	0.4	-0.2	0.0
CCn1cc(C(=O)NCCc2ccccc2)c(=O)c2cc(F)c(N3CCN(C)CC3)cc21	·	·	·	3.8	·	-10.6	1.2	1.8	·
Cc1csc(=Nc2c(C)n(C)n(-c3ccccc3)c2=O)n1Cc1ccccc1	4.0	2.8	-0.4	7.8	-31.9	8.6	-0.7	8.1	10.6
CCOC(=O)N1CCC(NC(=O)Cc2ccc(-n3c(=O)[nH]c4ccccc4c3=O)cc2)CC1	6.7	-4.2	-3.7	-1.8	-10.9	10.9	-2.0	-2.2	-0.2
CN(C)Cc1c(O)ccc2oc(Cc3ccccc3)cc12	-13.9	-8.3	-5.8	14.3	-50.1	-4.0	4.5	-3.2	-10.7
CCc1cc2c(=O)c(-c3nc4ccccc4[nH]3)coc2cc1OC(=O)N1CCOCC1	-0.9	10.5	14.6	7.0	-8.2	-6.4	4.5	5.2	-0.7
CC(=O)Nc1nonc1-c1nc2ccccc2n1N(C(C)=O)C(C)=O	1.7	10.6	17.0	-5.5	18.3	13.1	-1.2	-8.5	13.6
CN1C(=O)N(C)C2(CC1(C)C)CC(C)(C)N(C)C(=O)N2C	-4.5	-5.4	8.0	5.7	-38.4	-4.1	4.9	-1.1	-2.7
Cc1c(C(=O)NCc2ccco2)oc2ccc(S(=O)(=O)N3CCC4(CC3)OCCO4)cc12	-5.3	4.9	12.5	-4.0	6.1	-1.5	·	·	-18.0
O=C(O)CCc1ccc(-c2ccccc2)n1CC(=O)O	22.5	3.3	-3.4	6.8	-21.0	-1.8	·	·	1.6
O=C(O)C1C2C=CC(C2)C1C(=O)NCCCN1CCOCC1 (centres undefined)	-8.5	-8.8	1.1	6.2	-34.7	5.4	5.5	2.4	0.1
CC(C)(C)n1ncc2c(=O)n(CC(=O)Nc3ccccc3)cnc21	37.9	4.2	13.6	10.1	18.2	26.2	4.7	5.2	6.7
O=C(CNC(=O)c1ccco1)OCN1C(=O)c2ccccc2C1=O	-10.1	7.5	9.7	-0.8	43.1	1.3	4.1	2.3	4.1
CCC(=O)N1CCc2cc(S(=O)(=O)N3CCc4ccccc43)ccc21	7.7	10.6	-0.5	-9.6	3.1	-4.3	·	·	-1.7
CC(C)CC(=O)Nc1ccccc1N1CCCC1	·	·	·	2.2	·	-2.4	-12.7	4.8	·
